High-throughput results from PubChem BioAssay.
RORgamma inh: qHTS for inhibitors of ROR gamma transcriptional activity; actives 5.4% (n = 310,000); Drosophila S2 Gal4-RORgamma UAS-luciferase reporter, 20 h; Potency, µM (top dose mostly 53.6 µM), for the others: at the top dose activity change, negative = inhibition, most hits filed as inhibitors; Nuclear receptor ROR-gamma (Mus musculus), P51450; further: potency means the concentration at half of the fitted maximal effect; on the % scale 0 is the no-effect control and ±100 the full control effect; nearly all actives have a fitted effect of over 60% in size
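Using a luciferase readout, inhibitors were identified by reduced reporter activity in Drosophila cells coexpressing a copper-inducible Gal4–ROR gamma fusion and UAS-driven Photinus luciferase, incubated 20 hr after 700 uM copper sulfate.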
Rab9 promoter act: qHTS Assay for Rab9 Promoter Activators; Huh7 Rab9 promoter-luciferase reporter, luminescence, 24 h; Potency, µM (highest dose often 9.22 µM), without a hit: at the highest dose activation, negative = inhibition, usual class: activators; actives 2.8% (n = 320,000); further: potency means the concentration at half of the fitted maximal effect; % of control where 0% means no effect; nearly all actives have a fitted effect of over 60% in size
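Measured in stably transfected Huh7 cells bearing a Rab9 promoter–luciferase construct: 24 h compound treatment at 37 °C, followed by luminescence detection.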
Gal4-VP16 FLuc: VP16 counterscreen qHTS for inhibitors of ROR gamma transcriptional activity. Drosophila S2 Gal4-VP16 UAS-luciferase, luminescence, 20 h. Potency, µM (doses to about 53.6 µM), without a hit: at the top dose activity, negative = inhibition, hits mostly inhibitors. actives 3.5% (n = 310,000). AID 2546, 2010;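 further: Gal4-VP16 expression switched on by copper sulfate through the metallothionein promoter; potency means the concentration at half of the fitted maximal effect; on the % scale 0 is the no-effect control and ±100 the full control effect; nearly all actives have a fitted effect of over 50% in size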
NPC1 promoter act: qHTS Assay for NPC1 Promoter Activators | actives 2.4% (n = 320,000) | Huh7 NPC1 promoter luciferase reporter, 24 h | Potency, µM (titrated, usually from 9.22 µM), without a hit: at the highest dose activation, hits mostly activators;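 further: potency means the concentration at half of the fitted maximal effect; % of control where 0% means no effect; nearly all actives have a fitted effect of over 60% in size; reporter is driven by a mutant NPC1 promoter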
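Luciferase expression driven by the NPC1 promoter was measured in stably transfected Huh7 cells after a 24 h compound incubation, using a luciferase reagent and a luminescence read.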
Menin MLL FP TR: qHTS Assay for Inhibitors Targeting the Menin-MLL Interaction in MLL Related Leukemias: Competition With Texas Red Labeled MLL-derived Mutant Peptide; actives 0.23% (n = 270,000); O00255; Potency, µM (doses to about 61.6 µM), inactives show top-dose FP activity change, negative = inhibition, actives largely listed as inhibitors; Menin + Texas Red MLL mutant peptide, fluorescence polarization; AID 1768, 2009; active means well fitted inhibition curve with a large enough effect in the polarisation, with a control signal flat, not every such curve was filed as active; inconclusive means small, poorly fitted or top-dose-only effect, or effect the other way, or a change in a side signal; inactive means no such curve, though single readings can be large or run the other way; the % refers to the polarisation; further: potency means the concentration at half of the fitted maximal effect; % of control where 0% means no effect; many of its hits are not listed in these tables
FLuc modulator: qHTS profiling assay for firefly luciferase inhibitor/activator using purifed enzyme and Km concentrations of substrates (counterscreen for miR-21 project); Luciferin 4-monooxygenase (Photinus pyralis), P08659; purified FLuc, Km substrates, luminescence inhibition; AID 588342, 2011; actives 6.9% (n = 360,000); Potency, µM (doses to about 57.5 µM), for the others: at the top dose activity change, negative = inhibition, actives largely listed as inhibitors;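 further: potency means the concentration at half of the fitted maximal effect; plate controls were vehicle for no effect and reference inhibitor for full effect; nearly all actives have a fitted effect of over 55% in size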
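Purified P. pyralis luciferase (10nM final) with 10uM D-luciferin and 10uM ATP (Km levels) in 50mM Tris acetate pH 7.5, 10mM Mg acetate, 0.01% Tween-20, 0.05% BSA; qHTS 6-point titration, ~60 µM downward; luminescence read.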
ELG1 DNA repair: qHTS screen for small molecules that inhibit ELG1-dependent DNA repair in human embryonic kidney (HEK293T) cells expressing luciferase-tagged ELG1; HEK293T ELG1-luciferase reporter, luminescence, 16 h; DNA damage induced by 5-fluorouridine; Potency, µM (doses to about 46.1 µM), for inactives: top-dose activity change, negative = inhibition, hits mostly inhibitors; actives 2.3% (n = 330,000); AID 504467, 2011; further: potency means the concentration at half of the fitted maximal effect; on the % scale 0 is the no-effect control and ±100 the full control effect; nearly all actives have a fitted effect of over 55% in size
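DMSO vehicle served as the neutral condition. Each well held 2,000 cells given 5-fluorouridine plus compound; after 16 hr at 37 °C/5% CO2, ONE-Glo was added and luciferase measured 30 min later.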
MBNL1 CUG block: qHTS Assay for Inhibitors of MBNL1-poly(CUG) RNA binding | TR-FRET MBNL1-His/biotin-(CUG)12 binding, 665/545 ratio | Potency, µM (doses to about 57.5 µM), without a hit: at the top dose activity change, negative = inhibition, most hits filed as inhibitors | actives 0.036% (n = 280,000) | AID 2675, 2010; active means well fitted inhibition curve with a large enough effect in the signal ratio, with a control signal flat, not every such curve was filed as active; inconclusive means small, poorly fitted or top-dose-only effect, or effect the other way, or a change in a side signal; inactive means no such curve, though single readings can be large or run the other way; the % refers to the signal ratio; further: potency means the concentration at half of the fitted maximal effect; on the % scale 0 is the no-effect control and ±100 the full control effect
Target sequence (Q9NR56 whole entry, looked up): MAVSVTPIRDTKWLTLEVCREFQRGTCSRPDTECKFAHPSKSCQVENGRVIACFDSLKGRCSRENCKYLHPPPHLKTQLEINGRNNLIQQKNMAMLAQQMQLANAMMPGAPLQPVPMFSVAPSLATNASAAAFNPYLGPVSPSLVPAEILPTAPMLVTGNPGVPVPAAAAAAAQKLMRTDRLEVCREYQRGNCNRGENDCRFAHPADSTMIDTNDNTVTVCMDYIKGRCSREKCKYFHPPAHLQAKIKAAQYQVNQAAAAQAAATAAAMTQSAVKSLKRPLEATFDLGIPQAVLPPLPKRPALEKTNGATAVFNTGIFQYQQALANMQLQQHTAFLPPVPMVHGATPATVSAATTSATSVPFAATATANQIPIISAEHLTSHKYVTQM
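Compound titration spanned 92 nM–58 uM against the MBNL1-His/biotin-(CUG)12 complex. After 60 min at room temperature with 5 nM streptavidin-XL665 and 0.055 ng/ul terbium anti-His, ratiometric 665/545 nm emission (Ex 340 nm) normalized to controls.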
Mito fusion act: qHTS Assay for Small Molecule Inhibitors of Mitochondrial Division or Activators of Mitochondrial Fusion | actives 0.23% (n = 320,000) | S. cerevisiae fusion-defective mutant growth rescue, CellTiterGlo 48 h | Potency, µM (top dose mostly 46.1 µM), for inactives: at the highest dose growth rescue (activation), actives largely listed as activators | AID 485298, 2010;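 further: potency means the concentration at half of the fitted maximal effect; % of control where 0% means no effect; nearly all actives have a fitted effect of over 45% in size; temperature-sensitive fusion mutants such as fzo1-1 at 37 °C on non-fermentable ethanol glycerol medium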
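Temperature-sensitive fusion-defective S. cerevisiae (e.g. fzo1-1, mgm1-5) were grown with compound in YPEG medium (3% ethanol, 3% glycerol) for 48 hours at 37C. Growth rescue was measured as viability by CellTiterGlo luminescence after 10 minutes at ambient.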
KCNH2 3.1 inh: qHTS for Inhibitors of KCHN2 3.1: Mutant qHTS; Potassium voltage-gated channel subfamily H member 2, brain isoform KCNH2 3.1 (human); U2OS KCNH2 3.1, thallium flux FluxOr; hits give low values; activity change, % (tested at about 1.8 µM); actives 0.95% (n = 340,000); AID 720553, 2013;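 active means maximum activity change below -70%; inconclusive means maximum activity change from -70% to -50%; inactive means maximum activity change above -50%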;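 further: thallium influx rate constant from kinetic fluorescence after stimulation buffer; on the % scale 0 is the no-effect control and ±100 the full control effect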
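Measured as rate of thallium-driven FluxOr signal in transduced U2OS cells carrying the 3.1 channel, read kinetically for 2 min upon stimulation; values are rate constants scaled to DMSO control wells.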
PKM2 activator: qHTS Assay for Activators of Human Muscle isoform 2 Pyruvate Kinase; Pyruvate kinase PKM (Homo sapiens), P14618; purified PKM2, Kinase-Glo ATP luminescence, activation; response scale: 0% is enzyme alone, no compound; Potency, µM (highest dose often 57.5 µM), without a hit: at the highest dose activation, most hits filed as activators; actives 0.34% (n = 260,000); AID 1631, 2009; further: potency means the concentration at half of the fitted maximal effect; on the % scale 0 is the no-effect control and ±100 the full control effect; nearly all actives have a fitted effect of over 55% in size
Target sequence (P14618 whole entry, looked up, canonical isoform): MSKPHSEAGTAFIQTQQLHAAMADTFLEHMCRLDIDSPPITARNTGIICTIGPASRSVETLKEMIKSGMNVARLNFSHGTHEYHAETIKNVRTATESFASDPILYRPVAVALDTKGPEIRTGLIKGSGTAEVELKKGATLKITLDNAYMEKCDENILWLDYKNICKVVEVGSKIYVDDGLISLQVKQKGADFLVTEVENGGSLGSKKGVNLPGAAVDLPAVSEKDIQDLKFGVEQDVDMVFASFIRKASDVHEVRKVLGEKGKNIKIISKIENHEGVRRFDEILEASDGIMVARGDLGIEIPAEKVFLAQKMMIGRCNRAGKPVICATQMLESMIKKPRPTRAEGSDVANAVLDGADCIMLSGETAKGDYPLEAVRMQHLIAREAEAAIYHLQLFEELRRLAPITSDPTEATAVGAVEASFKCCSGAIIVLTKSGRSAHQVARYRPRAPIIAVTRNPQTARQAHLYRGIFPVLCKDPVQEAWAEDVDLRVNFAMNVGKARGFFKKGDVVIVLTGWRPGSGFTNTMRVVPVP
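Purified hPK-M2 (>95%) run at intermediate activity with 0.1 mM ADP and 0.5 mM PEP in 50 mM imidazole pH 7.2, KCl, MgCl2; 1 h room temperature. ATP formed read by Kinase-Glo luminescence; normalized to uninhibited and no-enzyme controls.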
Active calls of the source: *; ? = inconclusive; . = no result given; [ ] = dose if it differs, or a comment. Unless noted, the call rests on the fitted dose curve; in most records, active means well fitted curve in the direction sought with a large enough effect; inconclusive means small, poorly fitted or top-dose-only effect, or another doubt; inactive means no such curve, though single readings can be large; an effect the other way counts as inactive or inconclusive.

SMILES	RORgamma inh	Rab9 promoter act	Gal4-VP16 FLuc	NPC1 promoter act	Menin MLL FP TR	FLuc modulator	ELG1 DNA repair	MBNL1 CUG block	Mito fusion act	KCNH2 3.1 inh	PKM2 activator
CCOc1cccc2sc(Nc3nc4ccc(NC(C)=O)cc4s3)nc12	3.5µM*	-5%	4µM*	-4%	?	-17%	?	.	2%	-7	5%
CCN(CC(=O)Nc1cc(Cl)ccc1C)C(=O)C1CCCCC1	-7%	-4%	15%	-2%	1%	3%	-4%	-8%	-2%	6	4%
CC(C)N1CCN(Cc2ccc(C#CC(C)(C)O)s2)CC1CCO (centres undefined)	2%	-1%	-6%	0%	-4%	0%	4%	-3%	1%	18	-1%
O=C(NCCN1CCOCC1)c1cn(CCc2ccccc2)nn1	1%	2%	1%	-3%	-2%	4%	-1%	1%	-1%	3	-1%
Cc1ccccc1-c1nc(CS(=O)(=O)CC(=O)NCc2ccc(F)cc2)c(C)o1	33%	4%	-1%	0%	1%	1%	?	1%	-4%	-2	1%
O=C(O)CN1C(=O)c2ccc(Oc3ccc4c(c3)C(=O)N(CC(=O)O)C4=O)cc2C1=O	16%	-2%	5%	-2%	.	-2%	14%	?	4%	10	-8%
Cc1cc(C(=O)Nc2ccc3c(c2)OCCO3)co1	12%	4.5µM*	-10%	3.2µM*	-17%	3.4µM*	?	-6%	3%	-5	-6%
O=C(O)c1ccccc1Nc1ccc(OC(F)F)cc1	?	17%	?	12%	?	21µM*	?	-2%	-1%	14	-30%
c1ccc(-c2ccc(OCCOCCn3cncn3)cc2)cc1	28%	26%	11%	30%	3%	?	?	7%	2%	4	-14%
O=C(Nc1nc(COc2ccccc2)cs1)c1ccccc1F	-1%	1%	-6%	8%	6%	27µM*	?	-13%	16µM*	0	2%
CC1CC(C)(C)NC(=S)N1CCCC(=O)NCCc1ccc(Cl)cc1 (centres undefined)	13µM*	-3%	?	-1%	-5%	-1%	-10%	6%	-29%	5	.
CCCC(=O)NC(C)C(c1cccs1)N1CCN(C)CC1 (centres undefined)	22%	3%	-6%	-4%	-7%	3%	16%	0%	1%	6	-1%
COc1ccc(NS(=O)(=O)c2ccc(-c3coc(C)n3)cc2)c(OC)c1	?	-10%	-24%	-3%	.	1%	?	-5%	-16%	4	.
CCCC(C(=O)NCCC(C)C)N(Cc1ccccc1)C(=O)c1snc(C(N)=O)c1N (centres undefined)	43%	-4%	2%	5%	-2%	-1%	?	9%	5%	1	0%
O=C(Nc1ccc(NC(=O)c2cccs2)cc1)c1ccc2ccccc2c1	2%	12%	4%	0%	?	-5%	?	-1%	-5%	-26	.
COc1cccc(NC(=O)Nc2cccn(Cc3ccc(C)cc3)c2=O)c1	?	-32%[inhibitor]	-7%	-8%	38%[activator]	?	-19%	6%	27%	-7	0%
O=C(NC1CCCCC1)N(CCO)Cc1cc2cc3c(cc2[nH]c1=O)OCCO3	11%	-4%	7%	-3%	-4%	-1%	0%	-3%	0%	23	7%
CC1CCCN(C2(O)C(=O)Nc3ccc([N+](=O)[O-])cc32)C1 (centres undefined)	-10%	0%	-19%	-1%	7%	0%	-9%	22%	15%	4	.
O=C(/C=C/c1ccco1)NC(=S)Nc1cccc(C(=O)O)c1	-6%	2.8µM*	-5%	4µM*	20%	11µM*	?	20%	6%	8	.
COc1ccc(-c2nnn(CC(=O)N(CC(=O)NC3CCCC3)Cc3ccco3)n2)cc1OC	28%	-9%	-1%	1%	-1%	-3%	-10%	-13%	5%	-15	1%
O=C(CN1C(=O)NC2(CCCC2)C1=O)OCc1ccc(F)cc1	.	2%	.	-2%	.	-1%	13%	.	2%	-25	.
COc1cccc(CN(C)C(=O)COc2ccc(C(=O)c3ccc(Cl)cc3)cc2)c1OC	-12%	0%	2%	-4%	-17%	1%	6%	-3%	23%	16	0%
O=c1oc2ccccc2c2c1nnn2CCO	9%	-2%	5%	-6%	-18%	-2%	12%	-13%	2%	14	-10%
CCCC(=O)NC(c1ccc(OC)cc1)c1ccc2cccnc2c1O (centres undefined)	1.8µM*	-57%[inhibitor]	4.5µM*	-23%	-10%	-1%	?	53%[activator]	-1%	30	4%
COc1ccc(CCNC(=S)Nc2ccc(C(C)C)cc2)cc1	2.5µM*	1%	?	0%	.	-5%	-17%	-3%	15%	11	13%
Cn1c(=O)n(CC(=O)O)c(=O)c2c1nc1n2CCCN1Cc1ccccc1	-29%	8%	2%	7%	2%	11%	?	-7%	0%	-6	6%
Cc1onc(-c2c(Cl)cccc2Cl)c1NC(=O)NC1CCSC1 (centres undefined)	27%	-1%	-2%	1%	.	0%	-16%	-6%	1%	1	-3%
COc1cccc(CNCc2ccco2)c1O	-24%	8%	-11%	1%	28%	-3%	4%	-11%	3%	-7	-1%
CCOC(=O)c1cc(-c2cccs2)[nH]n1	0%	-2%	-3%	4%	.	?	-9%	-3%	3%	-1	3%
S=C(Nc1ccccc1Cl)NC1CCN(Cc2ccccc2)CC1	-25%	-1%	6%	-1%	0%	1%	-13%	0%	0%	19	-17%
CC(C)(C)NCc1cc2ccccc2[nH]c1=O	14%	16%	4%	0%	-5%	1%	15%	-7%	-1%	-2	-6%
Cc1nc2cc(C(=O)NCCN3CCOCC3)ccc2n1-c1ccc(F)cc1F	-40%[0.365 µM]	-8%	.	-2%	27%	-2%	4%	3%	-4%	4	-3%
O=C(Nc1nc2ccccc2c(=O)[nH]1)c1ccccc1SCc1ccccc1	-12%	-3%	-8%	-3%	-17%	-16%	?	-5%	-30%[inhibitor]	15	3%
COc1ccc(C2=C3C(=O)OCC3Cc3ncn(Cc4ccccc4)c32)cc1 (centres undefined)	.	0%	.	5%	.	3%	19%	.	1%	-3	.
CN(C)N=C1c2cc(S(=O)(=O)N3CCOCC3)ccc2-c2ccc(S(=O)(=O)N3CCOCC3)cc21	9%	-7%	-2%	-5%	-3%	-1%	?	?	0%	3	-1%
COc1ccc(C(C)=O)cc1CSc1ccccn1	0%	-2%	-7%	-3%	.	-7%	?	-1%	12%	2	0%

A portion taken from the entries so far:
SMILES	RORgamma inh	Rab9 promoter act	Gal4-VP16 FLuc	NPC1 promoter act	Menin MLL FP TR	FLuc modulator	ELG1 DNA repair	MBNL1 CUG block	Mito fusion act	KCNH2 3.1 inh	PKM2 activator
CCOC(=O)c1cc(-c2cccs2)[nH]n1	0%	-2%	-3%	4%	.	?	-9%	-3%	3%	-1	3%
S=C(Nc1ccccc1Cl)NC1CCN(Cc2ccccc2)CC1	-25%	-1%	6%	-1%	0%	1%	-13%	0%	0%	19	-17%
CC(C)(C)NCc1cc2ccccc2[nH]c1=O	14%	16%	4%	0%	-5%	1%	15%	-7%	-1%	-2	-6%
Cc1nc2cc(C(=O)NCCN3CCOCC3)ccc2n1-c1ccc(F)cc1F	-40%[0.365 µM]	-8%	.	-2%	27%	-2%	4%	3%	-4%	4	-3%
O=C(Nc1nc2ccccc2c(=O)[nH]1)c1ccccc1SCc1ccccc1	-12%	-3%	-8%	-3%	-17%	-16%	?	-5%	-30%[inhibitor]	15	3%

The list is partial (hit frequency here may not be typical).
